Screens: PubChem BioAssay, The Scripps Research Institute Molecular Screening Center
PAFAH2 FP inh: inhibitors of human PAFAH2; Q99487; recombinant PAFAH2, FP-rhodamine activity probe, fluorescence polarization; inhibition, % at 3.39 µM; 340,000 compounds, 0.99% hits;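 active = inhibition above the mean over all tested compounds plus 3 SD, cut at about 30% in these data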;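 note: inhibitors block probe labeling of enzyme so polarization drops; 0% = enzyme with DMSO and 100% = wells lacking PAFAH2 protein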
PAFAH1B3 inh: inhibitors of human PAFAH1B3 | Q15102 | recombinant PAFAH1B3, FP-rhodamine probe, fluorescence polarization | inhibition, % at 3.39 µM | 340,000 compounds, 0.28% hits | AID 492972;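 active = inhibition above the screen-wide average of all tested compounds plus 3 SD, cut at about 25% in these data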;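 note: 0% = enzyme with DMSO only and 100% = wells lacking PAFAH1B3 protein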
PAD4 FP inh: PAD4 (human) enzyme inhibition; recombinant PAD4, RCA probe fluorescence polarization; inhibition, % at 6.36 µM; 330,000 compounds, 0.41% hits; AID 485272;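 active = percent inhibition above a cutoff equal to the mean of all tested compounds plus 3 SD, cut at about 15% in these data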;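 note: 0% = PAD4 with RCA probe and DMSO and 100% = probe without PAD4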
GSTO1 inh: GSTO1 inhibition, counter-screen for RBBP9 inhibitors; P78417; recombinant GSTO1, activity-based probe fluorescence polarization; inhibition, % at 5.96 µM; 300,000 compounds, 1.1% hits; AID 1974;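 active = inhibition above the campaign mean inhibition plus 3 SD, cut at about 35% in these data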;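 note: 0% = GSTO1-1 with DMSO and 100% = wells lacking GSTO1-1 enzyme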
LYPLA2 inh: blocks human lysophospholipase 2, a PME1 counter-screen; O95372; recombinant LYPLA2, FP-Rh probe fluorescence polarization; inhibition, % at 5.9 µM; 320,000 compounds, 0.38% hits; AID 2177;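 active = inhibition above the screen-wide mean plus 3 SD, limit set per campaign, cut at about 26% in these data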;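 note: 0% = LYPLA2 with DMSO and 100% = wells lacking LYPLA2 enzyme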
Target sequence (O95372 whole entry, looked up): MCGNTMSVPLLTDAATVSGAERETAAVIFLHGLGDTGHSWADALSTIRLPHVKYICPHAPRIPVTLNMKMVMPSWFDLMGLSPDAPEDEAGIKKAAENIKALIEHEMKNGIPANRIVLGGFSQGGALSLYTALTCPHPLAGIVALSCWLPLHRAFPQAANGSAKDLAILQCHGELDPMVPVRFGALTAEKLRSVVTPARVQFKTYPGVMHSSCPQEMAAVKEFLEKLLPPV
pPAFAH inh: inhibitors of human plasma PAF acetylhydrolase (pPAFAH); AID 463082; 330,000 compounds, 1.5% hits; inhibition, % at 3.39 µM; recombinant pPAFAH, FP-rhodamine probe fluorescence polarization;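 active = inhibition above the mean inhibition across the screen plus 3 SD, cut at about 25% in these data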;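 note: inhibitors block binding of the rhodamine activity-based probe so polarization drops; 0% = enzyme with DMSO and 100% = wells lacking pPAFAH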
PREPL inh: human PREPL enzyme inhibition; Q4J6C6; recombinant PREPL, fluorescence polarization activity-based probe; inhibition, % at 5.96 µM; 320,000 compounds, 0.68% hits; AID 2751; in the data active = inhibition above about 43%;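 note: 0% = enzyme with DMSO and 100% = wells lacking enzyme; many of its hits are not listed in these tables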
Target sequence (Q4J6C6 whole entry, looked up): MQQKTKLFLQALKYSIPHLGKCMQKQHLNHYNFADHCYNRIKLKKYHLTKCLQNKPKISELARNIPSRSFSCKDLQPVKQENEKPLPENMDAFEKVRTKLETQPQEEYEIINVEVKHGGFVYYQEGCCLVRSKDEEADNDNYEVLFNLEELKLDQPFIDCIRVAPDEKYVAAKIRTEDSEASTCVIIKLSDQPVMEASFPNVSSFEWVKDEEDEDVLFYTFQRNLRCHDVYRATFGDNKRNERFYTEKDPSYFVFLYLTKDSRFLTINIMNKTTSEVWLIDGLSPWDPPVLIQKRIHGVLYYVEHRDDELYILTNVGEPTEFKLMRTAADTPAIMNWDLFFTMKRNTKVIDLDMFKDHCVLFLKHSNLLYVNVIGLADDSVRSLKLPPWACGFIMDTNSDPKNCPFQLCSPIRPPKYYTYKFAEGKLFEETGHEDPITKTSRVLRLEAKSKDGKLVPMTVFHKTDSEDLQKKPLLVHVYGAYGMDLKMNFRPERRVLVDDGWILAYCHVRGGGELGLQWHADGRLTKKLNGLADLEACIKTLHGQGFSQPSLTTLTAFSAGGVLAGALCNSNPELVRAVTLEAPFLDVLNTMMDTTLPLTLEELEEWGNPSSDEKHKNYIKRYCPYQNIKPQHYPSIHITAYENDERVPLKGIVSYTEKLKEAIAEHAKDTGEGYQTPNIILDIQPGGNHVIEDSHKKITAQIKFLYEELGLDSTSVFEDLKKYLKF
PAFAH1B2 inh: inhibitors of human PAFAH1B2. recombinant PAFAH1B2, FP-rhodamine activity probe, fluorescence polarization. 340,000 compounds, 1.2% hits. P68402. AID 492953. inhibition, % at 3.39 µM;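 active = inhibition above the mean of all tested compounds plus 3 SD, cut at about 24% in these data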;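 note: 0% = enzyme with DMSO and 100% = wells lacking PAFAH1B2; many of its hits are not listed in these tables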
LYPLA1 counter: blocks human lysophospholipase 1, a PME1 counter-screen; O75608; recombinant LYPLA1, FP-Rh probe fluorescence polarization; inhibition, % at 5.9 µM; 320,000 compounds, 0.16% hits; AID 2174;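 active = inhibition above the mean of all tested compounds plus 3 SD, set per campaign, cut at about 14% in these data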;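 note: inhibitors block serine hydrolase probe labeling of LYPLA1 so polarization falls; 0% = enzyme with DMSO and 100% = wells lacking LYPLA1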
An asterisk follows results filed as active; · = not tested or not shown. The list is partial (hit frequency here may not be typical).

SMILES | PAFAH2 FP inh | PAFAH1B3 inh | PAD4 FP inh | GSTO1 inh | LYPLA2 inh | pPAFAH inh | PREPL inh | PAFAH1B2 inh | LYPLA1 counter
O=C1CC(NS(=O)(=O)c2cccnc2)CN1c1ccccc1 (configuration not stated) | 5 | 4 | 2 | 5 | 1 | 3 | -2 | -3 | -1
CC1(C)Cc2[nH]c(=S)c(C#N)cc2CO1 | -3 | 4 | 4 | 7 | 1 | 5 | 7 | 0 | -1
O=C(c1cnccn1)N1CCc2c([nH]c3ccccc23)C1c1cccc(Cl)c1 (configuration not stated) | 2 | 0 | 0 | -9 | -2 | 14 | -8 | 0 | -3
O=C(N/C(=C/c1cccc([N+](=O)[O-])c1)C(=O)N1CCCC1)c1ccccc1 | -7 | 3 | -2 | 3 | 3 | -5 | 23 | 4 | -5
O=C(c1ccccc1)c1ccc(C(=O)N2CCN(c3ccc(F)cc3)CC2)o1 | 7 | 7 | 2 | -4 | 12 | 22 | -29 | 0 | 6
CON(C)C(=O)CCC1CCCN1C(=O)OC(C)(C)C (configuration not stated) | 0 | 2 | 1 | · | · | 0 | -3 | 7 | ·
O=C(N/N=C/c1ccco1)c1cc(-c2cccc3ccccc23)n[nH]1 | -3 | 15 | -2 | -10 | -12 | 1 | 19 | 3 | -7
CCOc1cc(C(c2c(C)[nH][nH]c2=O)c2c(C)[nH][nH]c2=O)ccc1OC(=O)c1cccc([N+](=O)[O-])c1 | 5 | 10 | -8 | 30 | 4 | 11 | 86* | 5 | 1
CCc1ccc2[nH]c(=O)c(CN(CCCN3CCOCC3)C(=O)Nc3ccccc3)cc2c1 | 2 | 0 | -6 | -10 | 0 | 7 | 4 | 4 | 2
COc1cc(/C=N/NC(N)=O)cc(Br)c1OCc1ccc(C)cc1 | -4 | 0 | -3 | -7 | -3 | -2 | -7 | 0 | -4
N#Cc1ccccc1NC(=O)Nc1cccs1 | 2 | 3 | 0 | 1 | 4 | 0 | -5 | 0 | 3
COC(=O)CC(=O)N1CCN(c2ccc(Cl)c(Cl)c2)CC1 | -2 | 12 | -11 | 15 | -8 | -3 | 21 | 6 | 1
CCN(C[C@H]1N[C@@](Cc2ccccc2)(C(=O)OC)[C@H]2C(=O)N(Cc3ccccc3)C(=O)[C@@H]12)S(=O)(=O)c1ccc(F)cc1 | -1 | -1 | -3 | · | · | 2 | 3 | 2 | ·
Cc1cccc2cc(/C=N/NC(=O)c3ccncc3)c(Cl)nc12 | -4 | 1 | 0 | -16 | -2 | -1 | -3 | 3 | 1
COC(=O)c1cc(NC(=O)C23CCC(C)(C(=O)O2)C3(C)C)cc(C(=O)OC)c1 (configuration not stated) | 2 | 1 | 0 | 3 | 4 | -1 | -7 | 1 | 2
O=S(=O)(c1ccc(F)cc1)N1CCN(S(=O)(=O)c2ccc3c(c2)OCCO3)CC1 | 2 | -2 | -1 | · | · | -2 | 16 | 2 | ·
Cc1cc(C)c2cc(CN(Cc3ccco3)C(=O)NCc3ccccc3)c(=O)[nH]c2c1 | 8 | -2 | 2 | -10 | 4 | 9 | -21 | 4 | 0
O=[N+]([O-])c1ccc(Nc2ccc(F)cc2)nc1 | 1 | 4 | -4 | -3 | 8 | 4 | -18 | 7 | -1
Clc1ccc(-c2nnc3n2-c2ccccc2SC3)cc1 | -3 | 0 | 2 | 4 | -1 | -1 | -4 | -1 | -1
O=C(O)c1ccccc1-c1ccccc1C(=O)Nc1ccc2c(c1)[nH]c(=O)c1ccccc12 | 3 | 8 | -5 | -73 | 0 | 10 | 7 | 4 | 1
CCN(CC(=O)Nc1ccc(NC(C)=O)cc1)C(=O)/C=C/c1ccc(S(=O)(=O)N2CCCCCC2)cc1 | -4 | 0 | -1 | -3 | -10 | 6 | -8 | 2 | -7
O=C(Nc1nc(-c2ccc([N+](=O)[O-])cc2)cs1)c1c(F)cccc1F | 4 | 4 | -3 | -8 | 1 | 0 | -6 | -1 | -2
CC1CCCC(NC(=O)COC(=O)COc2ccc(Cl)cc2)C1C (configuration not stated) | -9 | 1 | 1 | -2 | 3 | 14 | 10 | 21 | -3
Cc1cc([N+](=O)[O-])cc(C)c1OCC(=O)N/N=C/c1ccc(OC(=O)c2ccccc2)cc1 | -4 | 2 | 3 | -2 | 1 | 11 | 40 | 0 | -3
CC(C)N1C(=O)C2C(c3ccccc3O)NC(C)(C(=O)O)C2C1=O (configuration not stated) | -2 | 1 | 1 | 7 | -3 | 0 | -5 | -3 | 0
Cc1c(C(=O)N2CCOCC2)c(S(=O)(=O)Nc2ccc(Br)cc2F)c(C)n1C | 8 | 5 | 4 | 5 | -5 | 0 | 3 | 8 | -7
O=C(Nc1cnn(Cc2ccc(F)cc2)c1)C(c1ccccc1)c1ccccc1 | 3 | -9 | -4 | -5 | 3 | 3 | -2 | 5 | 0
O=C(OCCN(C1=NS(=O)(=O)c2ccccc21)c1ccccc1Cl)c1ccc(Cl)cc1 | -2 | -2 | -4 | -12 | 2 | -1 | -8 | 1 | 0
COc1cc(C2Nc3ccc4ncccc4c3C3=C2C(=O)CC(C)(C)C3)cc(OC)c1O (configuration not stated) | 6 | 10 | 4 | 10 | 3 | 8 | 20 | 2 | -2
CCCC[n+]1c(C)sc2ccc(C)cc21 | -3 | 6 | -6 | 5 | -6 | -4 | 6 | 5 | -1

Part of the list above, with tabs.
Compound	PAFAH2 FP inh	PAFAH1B3 inh	PAD4 FP inh	GSTO1 inh	LYPLA2 inh	pPAFAH inh	PREPL inh	PAFAH1B2 inh	LYPLA1 counter
O=S(=O)(c1ccc(F)cc1)N1CCN(S(=O)(=O)c2ccc3c(c2)OCCO3)CC1	2	-2	-1	·	·	-2	16	2	·
Cc1cc(C)c2cc(CN(Cc3ccco3)C(=O)NCc3ccccc3)c(=O)[nH]c2c1	8	-2	2	-10	4	9	-21	4	0
O=[N+]([O-])c1ccc(Nc2ccc(F)cc2)nc1	1	4	-4	-3	8	4	-18	7	-1
Clc1ccc(-c2nnc3n2-c2ccccc2SC3)cc1	-3	0	2	4	-1	-1	-4	-1	-1
O=C(O)c1ccccc1-c1ccccc1C(=O)Nc1ccc2c(c1)[nH]c(=O)c1ccccc12	3	8	-5	-73	0	10	7	4	1
CCN(CC(=O)Nc1ccc(NC(C)=O)cc1)C(=O)/C=C/c1ccc(S(=O)(=O)N2CCCCCC2)cc1	-4	0	-1	-3	-10	6	-8	2	-7
O=C(Nc1nc(-c2ccc([N+](=O)[O-])cc2)cs1)c1c(F)cccc1F	4	4	-3	-8	1	0	-6	-1	-2
CC1CCCC(NC(=O)COC(=O)COc2ccc(Cl)cc2)C1C (configuration not stated)	-9	1	1	-2	3	14	10	21	-3
Cc1cc([N+](=O)[O-])cc(C)c1OCC(=O)N/N=C/c1ccc(OC(=O)c2ccccc2)cc1	-4	2	3	-2	1	11	40	0	-3
CC(C)N1C(=O)C2C(c3ccccc3O)NC(C)(C(=O)O)C2C1=O (configuration not stated)	-2	1	1	7	-3	0	-5	-3	0
Cc1c(C(=O)N2CCOCC2)c(S(=O)(=O)Nc2ccc(Br)cc2F)c(C)n1C	8	5	4	5	-5	0	3	8	-7

Remaining list, next part:
SMILES | PAFAH2 FP inh | PAFAH1B3 inh | PAD4 FP inh | GSTO1 inh | LYPLA2 inh | pPAFAH inh | PREPL inh | PAFAH1B2 inh | LYPLA1 counter
O=C(CS(=O)(=O)c1ccccc1)NCc1ccc(Cl)cc1 | 7 | 6 | -2 | 4 | 3 | 1 | -7 | 21 | -1
CCc1ccc(NCCC(=O)c2ccc(Cl)cc2)cc1 | -4 | -7 | 3 | 6 | -6 | -2 | -10 | -3 | 1
c1ccc(-c2nc3cc4ccccc4cc3[nH]2)nc1 | 11 | 3 | -7 | -2 | -6 | 6 | 0 | 8 | -6
CCOC(=O)/C(C#N)=C/c1cc2cc(C)c(C)cc2nc1Cl | 5 | 2 | 4 | 1 | 0 | 1 | 3 | 2 | -2
O=C(CN1CCN(c2ccccn2)CC1)NCc1cccs1 | 6 | 1 | -8 | -7 | 3 | 0 | 6 | 0 | 1
CCn1c(SCC(=O)N2CCCCCC2)nc2c([nH]c3ccccc32)c1=O | 2 | 7 | 4 | 7 | 0 | 1 | 9 | -1 | 4
COc1ccc(OC)c(N=C2SCCCN2C(=O)c2ccc(N3C(=O)CCC3=O)cc2)c1 | · | · | -5 | -8 | 5 | -7 | 15 | · | 0
COc1ccc(OC)c(NC(=O)Cn2c(=O)n(CC3CCCO3)c(=O)c3cc(OC)c(OC)cc32)c1 (configuration not stated) | 3 | 1 | 3 | 4 | 1 | 3 | 9 | 0 | -4
c1coc(CNCc2cccs2)c1 | -3 | -3 | 0 | 9 | 10 | 2 | 13 | 2 | 0
Cc1ccc(S(=O)(=O)N(C)C)cc1NC(=O)COC(=O)CN1C(=O)c2ccccc2C1=O | 0 | -7 | 3 | · | 2 | 5 | -4 | 4 | -2
COc1ccc(CNc2ncc(-c3ccc(F)cc3)n2C)c2ccccc12 | 1 | 6 | 2 | -4 | -4 | 7 | 14 | 8 | 0
CC(=O)C1=C(O)C(=O)N(CCc2c[nH]c3ccccc23)C1c1ccccc1 (configuration not stated) | -1 | -1 | -3 | 7 | 6 | 2 | 7 | 6 | -2
COc1ccccc1NC(=O)NCC1(N(C)C)CCCCC1 | 17 | -3 | -2 | 5 | 0 | 6 | -1 | 2 | 0
CC(=O)NNc1ccc(C(F)(F)F)cc1[N+](=O)[O-] | -5 | 7 | 2 | 2 | 3 | -4 | 3 | 6 | 1
CC(C)(C)N(Cc1ccccc1)C(=O)COC(=O)c1ccc([N+](=O)[O-])o1 | 2 | 3 | -5 | · | 3 | 4 | 12 | 8 | -2
Cc1ccc(S(=O)(=O)N2CCN(C(=O)c3ccc(-n4cncn4)c([N+](=O)[O-])c3)CC2)cc1C | 6 | 2 | -3 | 5 | 11 | 1 | 12 | 0 | 2
COC1=C/C(=C/c2c(N)n3nc(CC(=O)N4CCCCC4)sc3nc2=O)C=CC1=O | 17 | 6 | -2 | 13 | -4 | 21 | 19 | 5 | 1
O=C1CSC(c2ccccn2)N1c1ccc2ccccc2c1 (configuration not stated) | -5 | -2 | -9 | -17 | 3 | -2 | -12 | 5 | 2
Cc1cc(C)cc(C(=O)Nc2c3c(nn2C(C)(C)C)CS(=O)(=O)C3)c1 | 4 | 7 | 4 | 2 | 0 | 1 | -3 | 4 | 0
CC(=O)c1ccc2c(c1)C1C=CCC1C(c1ccncc1)N2 (configuration not stated) | 16 | 2 | -10 | 44* | 7 | 13 | 12 | 1 | 0
CN(CC(=O)Nc1ccccc1C(F)(F)F)CC(=O)N1CCCCCC1 | 1 | -2 | -1 | · | 5 | -5 | 2 | 9 | 2
CC(C)(C)c1ccc(N=C2SCC(=O)N2Cc2cccs2)cc1 | 2 | -2 | -5 | -8 | 2 | 2 | 0 | 3 | 1
COc1cccc2c(Cl)c(CCCl)c(C)nc12 | -2 | 3 | 0 | -1 | -2 | -3 | 6 | -2 | -3
COc1ccc2c(=O)c(-c3ccccc3)c(C)oc2c1 | -1 | -1 | 0 | -6 | 14 | 5 | 4 | -2 | 0

Rewritten with values under each structure: part of the list above.
Under each structure: PAFAH2 FP inh, PAFAH1B3 inh, PAD4 FP inh, GSTO1 inh, LYPLA2 inh, pPAFAH inh, PREPL inh, PAFAH1B2 inh, LYPLA1 counter
COc1ccccc1NC(=O)NCC1(N(C)C)CCCCC1
 : 17, -3, -2, 5, 0, 6, -1, 2, 0
CC(=O)NNc1ccc(C(F)(F)F)cc1[N+](=O)[O-]
 : -5, 7, 2, 2, 3, -4, 3, 6, 1
